Growth percent in the NCI-60 one-dose screen (48 h, 10 µM unless noted): 100 = growth as untreated, 0 = no growth, -100 = all killed.
NCI-H23 = NCI-H23 lung cancer. hit rate 4% among 80,000
OVCAR-8 = OVCAR-8 ovarian cancer. hit rate 4.4% among 81,000. AID 1794782
NCI-H226 = NCI-H226 lung cancer; hit rate 3.5% among 79,000
OVCAR-5 = OVCAR-5 ovarian cancer | AID 1794783 | hit rate 2.9% among 82,000
NCI-H460 = NCI-H460 lung cancer | hit rate 6.8% among 82,000
NCI-H522 = NCI-H522 lung cancer. hit rate 8% among 78,000
NCI-H322M = NCI-H322M lung cancer; hit rate 2.7% among 80,000
OVCAR-3 = OVCAR-3 ovarian cancer. hit rate 7% among 79,000
NCI/ADR-RES = NCI/ADR-RES ovarian cells | hit rate 4.4% among 81,000
* marks the source's active call; other numbers are inactive results; · = no result given; & = joins results of further samples; ! = repeats disagree; [ ] = dose if it differs, or a comment. The calls were made as follows: active = growth percent below 10; inactive = the rest. This is a random part of the collection; any-hit rate near 11%.

Preview:
SMILES	NCI-H23	OVCAR-8	NCI-H226	OVCAR-5	NCI-H460	NCI-H522	NCI-H322M	OVCAR-3	NCI/ADR-RES
CCOC(=O)Oc1c(OC)cc(C(=O)O[C@@H]2C[C@@H]3CN4CCc5c([nH]c6cc(OC)ccc56)[C@H]4C[C@@H]3[C@H](C(=O)OC)[C@H]2OC)cc1OC	74.9	75.9	101.5	90.5	40.9	73.8	101.8	38.5	56.5
COc1ccc(-c2nc(Br)cn3ccnc23)cc1	92.8	93.9	85.9	93.4	97.8	102.4	96.9	98.0	·
CC(C)=CCC[C@](C)(O)[C@H]1CC[C@]2(C)[C@@H]1CC[C@@H]1[C@@]3(C)C/C(=C/c4ccc(C(F)(F)F)cc4C(F)(F)F)C(=O)C(C)(C)[C@@H]3CC[C@]12C	99.1	100.5	96.1	106.7	99.8	94.7	94.7	104.7	101.4

The list itself, repeating the preview:
SMILES	NCI-H23	OVCAR-8	NCI-H226	OVCAR-5	NCI-H460	NCI-H522	NCI-H322M	OVCAR-3	NCI/ADR-RES
CCOC(=O)Oc1c(OC)cc(C(=O)O[C@@H]2C[C@@H]3CN4CCc5c([nH]c6cc(OC)ccc56)[C@H]4C[C@@H]3[C@H](C(=O)OC)[C@H]2OC)cc1OC	74.9	75.9	101.5	90.5	40.9	73.8	101.8	38.5	56.5
COc1ccc(-c2nc(Br)cn3ccnc23)cc1	92.8	93.9	85.9	93.4	97.8	102.4	96.9	98.0	·
CC(C)=CCC[C@](C)(O)[C@H]1CC[C@]2(C)[C@@H]1CC[C@@H]1[C@@]3(C)C/C(=C/c4ccc(C(F)(F)F)cc4C(F)(F)F)C(=O)C(C)(C)[C@@H]3CC[C@]12C	99.1	100.5	96.1	106.7	99.8	94.7	94.7	104.7	101.4
C=CCC(=O)N[C@@H](/C=C/C(=O)O)Cc1ccc(-c2cc(Cl)cc(Cl)c2)cc1	83.1	81.7	75.1	94.4	80.5	57.5	83.3	83.2	89.2
OCCSc1c(Cl)c(Cl)c(SCCO)c(Cl)c1Cl	97.6	105.3	108.7	105.5	114.2	81.5	106.3	113.6	103.8
O=C1CC(C(F)(F)F)=NN1C(=O)c1nn(-c2ccc(Cl)cc2)cc1O	101.0	71.9	79.8	87.6	71.2	89.9	15.6	65.7	72.4
O=C(c1c(-[n+]2noc(=O)[nH]2)no[n+]1[O-])N1CCOCC1	107.6	103.8	·	105.6	104.9	92.4	100.9	115.4	106.6
O=C(NCc1ccco1)c1ccc(-c2ccc(Br)cc2)o1	95.6	98.9	·	96.3	98.9	·	84.1	94.3	91.5
CC(=O)O[C@H]1CC[C@@]2(C)[C@@H](CC[C@@H]3[C@@H]2CC(=O)[C@@]2(C)[C@H]3C[C@@H](C(C(C)=O)C(C)=O)[C@@H]2C(C)=O)C1	104.8	101.8	107.0	119.5	115.0	107.4	127.4	128.9	100.8
c1ccc([I+]c2ccccc2)cc1 (tested in a mixture with another compound)	49.6	44.9	73.5	97.1	81.8	62.2	82.7	76.5	97.1
O=c1oc2ccccc2cc1-c1csc(N=Nc2c(O)[nH]c3ccc(Br)cc23)n1	61.5&98.6	79.1&101.9	58.4	98.9&97.6	106.1&100.5	67.4&99.5	92.9&101.6	89.7&107.7	76.2&103.3
CCCCCCCCCCCCCCCCCC1=NCCN1CS(=O)(=O)O	87.5	36.1	87.5	76.9	-79.1*	84.5	15.5	50.9	59.2
CC(CCl)OC(=O)Nc1cccc(C(F)(F)F)c1 (centres undefined)	79.0	59.3	92.8	95.4	77.1	80.3	76.8	100.2	78.6
C=C1C(=O)O[C@H]2[C@H]1CC/C(COC(=O)C(=O)c1c[nH]c3ccccc13)=C\CC[C@@]1(C)O[C@@H]21	-42.8*	-6.8*	-61.6*	-5.6*	6.7*	-62.0*	24.6	-82.2*	17.9
CCCCNC(=O)Oc1ccc(/C(=C(/C)Cc2ccc(OC)cc2)c2ccc(OCCN3CCCCC3)cc2)cc1	81.6	84.7	90.5	84.5	33.6	81.2	92.0	77.1	81.9
COc1ccc(NC(=O)c2sc3nc(C)c(C(=O)/C=C/c4ccccc4)cc3c2N)cc1	63.0	8.6*	65.6	63.5	6.6*	41.7	13.1	0.1*	15.5
Oc1ccc(-c2nc3ccccc3s2)cc1CN(Cc1ccccn1)Cc1ccccn1	17.5	9.4*	5.4*	40.9	2.7*	-7.3*	9.6*	26.2	-37.2*
Nc1c(Br)cc2c(c1Br)Cc1cc(Cl)ccc1-2	89.2	96.8	78.6	93.2	99.7	101.8	89.2	103.9	95.8
CCOC(=O)N1CCN(CCCCCCOc2ccc(Cl)cc2)CC1	92.9	102.6	88.7	91.3	98.0	89.5	94.0	89.1	82.2
O=C(c1ccccc1)N(CCCl)C(=O)N(CCCl)C(=O)c1ccccc1	93.7	98.5	93.7	91.0	108.2	85.7	90.2	106.6	91.8
NS(=O)(=O)OCC1OC(n2cnc3cncnc32)C(O)C1O (centres undefined)	4.0*[0.1 µM]	1.1*[0.1 µM]	16.8[0.1 µM]	6.9*![0.1 µM]	0.4*[0.1 µM]	-11.8*[0.1 µM]	-26.7*![0.1 µM]	28.1&38.6[0.1 µM]	4.0*[0.1 µM]
CS(=O)(=O)c1nccc(-c2c(-c3cccc(OCc4ccccc4)c3)nc3occn23)n1	103.0	105.0	114.3	107.4	101.0	92.9	97.5	107.5	93.9
CC(C)(CCCN=C(N)Nc1ccc(Cl)cc1)c1ccc(F)cc1	55.6	87.3	95.6	75.8	46.1	62.0	70.9	71.2	73.8
Cc1ccc(NC(=S)N/C=C(\c2ccccc2)S(=O)Cc2ccccc2)c(C)c1 (centres undefined)	99.7	99.2	90.2	97.0	101.4	90.5	94.8	105.5	104.8
O=C(CCN1CCCCC1)C(c1ccccc1)c1ccccc1	96.0	103.5	103.2	100.3	114.3	93.7	107.3	105.0	100.8
Cc1ccc2c(c1)C(N1CCCC1=O)CCN2Cc1ccc(Cl)cc1 (centres undefined)	82.6	85.7	77.3	75.1	91.0	85.0	54.9	85.7	73.4
O=C1N=c2ccccc2=C1c1sc(=Nc2ccccc2)n(Nc2ccccc2)c1O	101.6	105.4	·	101.5	101.4	90.9	106.9	109.9	108.1
Cn1c(=O)ccc2ccccc21	101.1	107.9	105.0	109.8	119.9	89.9	104.7	141.4	111.5
CSC(=S)N/N=C/c1coc2ccc(F)cc2c1=O	101.0	98.7	90.2	96.1	101.3	92.0	92.8	100.3	96.5
Cc1ccc(NC(=O)CNc2cc(C(N)=O)cc(F)c2C)c(Cl)c1	86.9	99.9	80.5	87.9	101.7	·	101.7	110.8	104.9
CCCCCCCCC1C(C)(c2ccccc2)CC1(C)c1ccccc1 (centres undefined)	95.0	105.7	89.6	113.5	99.4	98.0	105.0	121.5	101.0
CC(=O)C(=Cc1ccc(Cl)cc1)C(C)=O	107.4	96.5	93.9	110.4	102.9	103.0	103.5	111.2	108.6
Cc1c2ccccc2nc(CSc2ccc(Cl)cc2)[n+]1[O-]	91.5	97.5	95.1	100.4	102.2	96.3	97.2	113.8	99.5
COCCCNc1nc(Cl)nc(NCCCOC)n1	98.8	97.3	·	112.2	100.6	96.5	96.4	113.2	102.2
O=S(=O)(Nc1ccc(Cl)nn1)c1ccc(NC(=S)NCc2ccccc2)cc1	107.4	100.7	102.7	111.2	113.5	103.1	101.9	122.4	108.2
CCCCONc1c2ccccc2nc2ccccc12	89.0	94.2	92.6	92.6	97.9	89.7	121.6	120.9	105.1
O=C(CC(=O)c1ccc(O)cc1)c1ccccc1	104.7	101.6	100.4	111.8	101.4	70.4	95.8	100.3	104.0
COc1ccc(-c2c(NC(C)=O)noc2-c2cc(OC)c3c(c2OC)OCO3)cc1	110.6	99.3	92.5	107.9	104.1	82.7	96.5	109.4	104.4
CC/C(=C(/c1ccc(O)cc1)c1ccc(OCCN2CCCCCC2)cc1)c1ccc(OC)cc1	88.7	102.6	94.9	88.3	103.0	107.0	96.5	101.3	102.7
Cc1ccc(NCC(=O)N2CCN(c3ncnc4c3cnn4-c3ccccc3)CC2)cc1	·	82.0	67.5	89.7	86.7	61.0	81.1	60.7	80.7
COc1ccc(NC(=O)Nc2ccc(OCc3ccc(Cl)cc3)cc2)cc1	·	83.0	82.1	97.7	80.7	90.7	90.3	125.6	90.9
COc1ccc(N2CCN(/C(=N\c3sc(-c4ccccc4)nc3-c3ccccc3)c3ccccc3)CC2)cc1	·	97.1	79.6	110.5	108.6	83.8	104.7	116.5	100.6
CC(C)Cc1ccc(C(C)c2nnc(NC(=S)Nc3ccccc3)s2)cc1 (centres undefined)	93.2	101.1	92.8	102.8	94.6	89.1	97.5	107.1	96.2
CCOC(=O)CCC(=O)P(=O)(O)O	116.1	97.1	109.6	116.1	113.0	84.7	102.8	115.1	102.2
O=C(Cc1ccccc1)NCCCNC(=O)Cc1ccccc1	100.0	109.4	105.8	111.6	105.0	·	110.5	107.2	103.5
O=C1CC2CC=CCN2C=C1c1cccs1 (centres undefined)	100.2	90.1	96.7	110.7	106.3	76.6	108.9	103.6	105.2
CCCCCCCC(=O)OC1CCCCC1C1CCCCC1 (centres undefined)	97.4	117.2	105.4	103.3	·	102.6	102.1	110.6	102.5
CC(=O)Nc1c(Cl)cc2c(c1Cl)Cc1cc(N)ccc1-2	99.2	94.7	94.1	102.0	105.3	·	100.4	129.0	103.0
COc1ccc2nc(Cl)cc(C)c2c1	107.4&100.8	47.4&100.6	103.8&96.5	93.4&93.7	111.1&100.3	111.7&97.5	98.1&91.3	119.2	101.7&98.9
COc1ccc(C(O)c2cc3c(N)c(C(=O)Nc4cccc(Br)c4C)sc3nc2C)cc1 (centres undefined)	32.1	17.4	56.9	39.6	-2.3*	-32.7*	46.1	-14.4*	14.1
CC(=O)c1ccc2c(c1)CCN2	102.1	99.5	101.9	101.0	116.7	91.0	100.7	124.4	109.6
COc1ccc(C2=CC(c3cc(OC)c(OC)c(OC)c3)N3C(=O)CSC3=N2)cc1OC (centres undefined)	91.7	87.3	89.5	·	85.6	28.3	80.3	71.5	66.1
Cc1cccc(C)c1NC(=S)N(C)C	105.8	101.0	102.7	103.8	109.4	100.7	101.9	97.1	102.8
CCOC(=O)c1c(O)cc(-c2ccc(Br)cc2)cc1-c1sc(N(C)Cc2ccccc2)nc1Cl	95.5	93.6	99.5	95.8	97.3	90.8	94.0	98.9	102.4
S=C(N/N=C\c1ccccc1)N/N=C/c1ccccc1	85.7	97.9	90.0	111.6	104.7	21.6	84.8	100.3	101.6
Cc1ccccc1-c1noc(Cn2cc(-c3ccccc3)nn2)n1	99.9	105.8	100.5	99.5	103.4	92.2	102.9	104.7	102.5
CCn1c(SCC(=O)Nc2nc3ccc(OC)cc3s2)nnc1-c1cccnc1Nc1cc(OC)c(OC)c(OC)c1	97.8	85.8	111.4	108.3	103.1	94.7	98.5	102.7	95.3
COc1cc2nc(N3CCCC3)nc(NCC3CCCCC3)c2cc1OC	57.3	12.1	80.1	29.1	-45.0*	-57.2*	50.1	13.1	35.3
Nc1ccc(SCc2cc3ccccc3[nH]c2=O)cc1	93.8	98.5	91.5	83.9	90.1	73.6	88.0	87.0	79.9
CN1C(=O)N(C)C2C1NN=c1s/c(=C\c3ccsc3)c(=O)n12 (centres undefined)	59.4	59.5	46.1	72.6	18.2	26.4	65.1	14.9	39.8

The list goes on:
SMILES	NCI-H23	OVCAR-8	NCI-H226	OVCAR-5	NCI-H460	NCI-H522	NCI-H322M	OVCAR-3	NCI/ADR-RES
COc1ccc(-c2nc3n[nH]c(Nc4ccccc4)c3c(=O)[nH]2)cc1OC	102.3	94.9	107.2	131.4	102.2	99.5	104.6	97.8	95.6
CCN(CCO)CCNc1ccc(C)c2sc3cc(OC)ccc3c(=O)c12	79.6	62.7	73.5	82.7	·	62.6	76.1	90.6	64.1
CC[S+](CC)CC(=O)c1ccc(Br)cc1	97.7	108.0	101.8	102.5	102.0	87.5	117.3	129.3	100.5
Cc1cc(=O)oc2cc(OCCCCOc3ccc(/C=C/C(=O)Nc4ccc(F)c(Cl)c4)cc3)ccc12	87.0	85.2	95.9	100.9	86.7	94.6	93.4	97.2	88.7
CCOC(=O)C1=NC(CO)C(=O)N(c2ccc(Cl)cc2)N1 (centres undefined)	98.4	104.2	99.1	101.9	114.4	83.2	102.9	116.2	100.0
C=CCc1cc(C(=C/C)/C(=C/C)c2ccc(OC(C)=O)c(CC=C)c2)ccc1OC(C)=O	77.6	87.3	82.0	102.1	80.1	60.3	96.1	74.6	84.1
O=C(NNc1ccccc1)Nc1ccccc1	102.7	101.3	99.1	98.3	106.3	97.9	84.0	121.7	109.3
Cn1cc(-c2nn3c(=O)cc(-c4ccccc4)nc3s2)c2cc(Cl)ccc21	89.9	90.5	58.1	87.2	95.2	81.9	87.5	·	92.9

Part of the list above, in markdown.
| Compound | NCI-H23 | OVCAR-8 | NCI-H226 | OVCAR-5 | NCI-H460 | NCI-H522 | NCI-H322M | OVCAR-3 | NCI/ADR-RES |
| --- | --- | --- | --- | --- | --- | --- | --- | --- | --- |
| CC[S+](CC)CC(=O)c1ccc(Br)cc1 | 97.7 | 108.0 | 101.8 | 102.5 | 102.0 | 87.5 | 117.3 | 129.3 | 100.5 |
| Cn1cc(-c2nn3c(=O)cc(-c4ccccc4)nc3s2)c2cc(Cl)ccc21 | 89.9 | 90.5 | 58.1 | 87.2 | 95.2 | 81.9 | 87.5 | · | 92.9 |
| C=CCc1cc(C(=C/C)/C(=C/C)c2ccc(OC(C)=O)c(CC=C)c2)ccc1OC(C)=O | 77.6 | 87.3 | 82.0 | 102.1 | 80.1 | 60.3 | 96.1 | 74.6 | 84.1 |
| CCN(CCO)CCNc1ccc(C)c2sc3cc(OC)ccc3c(=O)c12 | 79.6 | 62.7 | 73.5 | 82.7 | · | 62.6 | 76.1 | 90.6 | 64.1 |
| COc1ccc(-c2nc3n[nH]c(Nc4ccccc4)c3c(=O)[nH]2)cc1OC | 102.3 | 94.9 | 107.2 | 131.4 | 102.2 | 99.5 | 104.6 | 97.8 | 95.6 |
